CRFR2-BP antag – antagonists of CRF-binding protein/CRF-R2 receptor complex; inhibition, % at 11.8 µM; actives 0.59% (n = 350,000); HEK293 CRF-R2/CRF-BP, CRF-induced calcium fluorescence;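 active = inhibition of the ligand-induced calcium signal above about 50% at the single tested concentration, limit read from the data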
MEKK2 mut-MEK5 – signal of MEK5 binding to mutant human MEKK2 PB1 domain. bead flow cytometry, Alexa488-MEK5 binding to MEKK2 mutant. percent response, % at 10 µM. actives 0.35% (n = 290,000); in the data active = percent response above about 24%, passing the limit was not always enough; note: inactives centre near 1; some results filed as inactive read as strong as hits
FID counter – fluorescent intercalator displacement, NS3 helicase counter-screen | actives 0.17% (n = 290,000) | DNA fluorescent intercalator displacement, fluorescence | inhibition, % at 7.9 µM | AID 1845; in the data active = inhibition above about 37%;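 note: 0% = vehicle and 100% = reference compound; higher means more ethidium bromide displaced from hairpin DNA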
NS3 helicase inh – HCV NS3 helicase inhibition; NS3 helicase DNA unwinding, Cy5 molecular beacon fluorescence; inhibition, % at 10.9 µM; actives 0.56% (n = 290,000);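 active = inhibition above the mean of all tested compounds plus 3 SD, set per campaign, cut at about 35% in these data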;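 note: 0% = DMSO wells and 100% = thioflavine S control wells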
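test system = hepatitis C virus NS3 helicase domain fragment enzyme | reagent = annealed dual-labelled DNA beacon duplex, ATP-started | times = 1 h at 25 °C | detection = Cy5 fluorescence, 0 and 60 min reads | read-out basis = percent inhibition from t60/t0 fluorescence ratio | control set = DMSO and thioflavine S | replication = one well per compound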
SUMO HTRF inh – SUMOylation inhibition; actives 0.36% (n = 290,000); inhibition, % at 35 µM; HTRF SUMOylation assay, SAE1/SAE2 + UBC9, in vitro; in the data active = inhibition above about 50%, passing the limit was not always enough; note: strong numbers were not always called active
Target sequence (P63279 whole entry, looked up): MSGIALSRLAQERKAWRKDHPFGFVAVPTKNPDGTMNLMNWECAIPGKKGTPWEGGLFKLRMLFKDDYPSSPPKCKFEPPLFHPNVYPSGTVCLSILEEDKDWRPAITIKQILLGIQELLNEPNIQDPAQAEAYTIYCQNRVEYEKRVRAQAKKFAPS
CRFR2-BP ag – agonists of human CRF-binding protein/CRF-R2 receptor complex | HEK293 CRF-R2/CRF-BP, calcium dye fluorescence (FLIPR); percent of saturating CRF peptide response | actives 0.46% (n = 350,000) | activation, % at 13.2 µM;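 active = activation of at least 50%, plus an integration ratio under a set limit after plate pattern correction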;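 note: plate controls were neutral control wells without compound for no effect and CRF at EC100 for full effect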
MEKK2 WT-MEK5 – raises or lowers MEK5 binding to wildtype human MEKK2 PB1 domain; Q9Y2U5; bead flow cytometry, Alexa488-MEK5 binding to MEKK2 WT; actives lie on both sides; binding response (% of control), % at 10 µM; actives 1.1% (n = 290,000); AID 1531; in the data active = binding response below about 67% or above about 130%
MEKK3 PB1 HTS – MEKK3-MEK5 PB1 interaction, increase or decrease; Q99759; bead-based flow cytometry, Alexa488-MEK5 binding to MEKK3; actives lie on both sides; 0 = blocked by unlabeled MEK5, 100 = vehicle; binding response (% of control), % at 10 µM; actives 1.4% (n = 290,000); AID 1529;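 active = binding response more than 3 SD above or below the average of its plate-row segment, actives on both sides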;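 note: Alexa488 bead fluorescence after subtracting the streptavidin-only scavenger bead signal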
Target sequence (Q99759 whole entry, looked up): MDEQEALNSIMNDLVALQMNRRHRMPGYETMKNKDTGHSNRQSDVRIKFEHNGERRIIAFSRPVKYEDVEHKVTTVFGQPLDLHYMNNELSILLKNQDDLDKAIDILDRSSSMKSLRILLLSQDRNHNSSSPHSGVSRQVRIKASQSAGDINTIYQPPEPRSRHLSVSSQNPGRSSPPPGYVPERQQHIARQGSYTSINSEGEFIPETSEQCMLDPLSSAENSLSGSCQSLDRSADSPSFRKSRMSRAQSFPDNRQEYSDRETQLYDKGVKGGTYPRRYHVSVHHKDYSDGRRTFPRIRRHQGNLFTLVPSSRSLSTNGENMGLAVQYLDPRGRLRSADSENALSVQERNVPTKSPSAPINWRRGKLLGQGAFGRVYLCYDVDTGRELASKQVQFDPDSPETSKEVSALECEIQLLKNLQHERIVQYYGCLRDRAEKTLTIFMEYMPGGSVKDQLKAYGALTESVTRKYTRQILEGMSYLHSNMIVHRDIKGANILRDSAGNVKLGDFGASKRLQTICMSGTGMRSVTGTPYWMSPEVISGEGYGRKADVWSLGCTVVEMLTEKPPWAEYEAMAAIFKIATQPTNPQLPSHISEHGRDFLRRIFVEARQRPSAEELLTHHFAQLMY
GalR3 antag – blocks the human galanin receptor 3 | O60755 | HEK293 GalR3-CNG cAMP membrane potential fluorescence; galR3 body fused to GalR1 C-terminus | inhibition, % at 3 µM | actives 0.44% (n = 360,000);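 active = inhibition above the screen-wide average plus 3 SD, cut at about 13% in these data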;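 note: forskolin and galanin both at EC90 stimulate the cells; cAMP rise reported by CNG channel membrane potential dye signal; 0% = forskolin plus galanin with DMSO and 100% = forskolin alone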
Target sequence (O60755 1-299 limits assumed): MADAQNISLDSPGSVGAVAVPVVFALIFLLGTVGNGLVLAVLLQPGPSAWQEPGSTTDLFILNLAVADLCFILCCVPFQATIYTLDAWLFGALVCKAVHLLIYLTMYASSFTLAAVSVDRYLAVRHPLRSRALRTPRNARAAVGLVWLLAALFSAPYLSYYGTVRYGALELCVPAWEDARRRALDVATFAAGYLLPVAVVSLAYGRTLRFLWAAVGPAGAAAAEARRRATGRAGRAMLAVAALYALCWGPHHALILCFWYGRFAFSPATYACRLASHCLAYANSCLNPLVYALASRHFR
* hit, by the source's call; · = no result given; [ ] = dose if it differs, or a comment. The list is partial; count on the stated rates, not on these rows.

Preview, 5 compounds:
SMILES,NS3 helicase inh,MEKK3 PB1 HTS,MEKK2 WT-MEK5,MEKK2 mut-MEK5,CRFR2-BP antag,FID counter,CRFR2-BP ag,GalR3 antag,SUMO HTRF inh
O=C(CNC(=O)c1ccc(Cl)cc1)NC(CO)c1ccccc1 (centres undefined),2.0,103.0,99.0,3.0,-7.8,-2.6,0.4,-9.4,24.3
O=C(CCS(=O)(=O)c1ccc(Cl)cc1)N1CCCc2ccccc21,-2.0,101.0,109.0,4.0,-7.0,-25.4,-2.5,-4.2,3.1
CC(Sc1nnc(-c2ccccc2)c(-c2ccccc2)n1)C(=O)Nc1ncc(Cl)cc1Cl (centres undefined),7.4,118.0,103.0,0.0,36.9,-2.9,1.3,-2.3,-22.2
C=C(C)C(=O)Nc1cccc(C2=NOC3(C2)C[C@@H](C(N)=O)N(C(=O)C2(C)CC2)C3)c1 (some centres undefined),·,67.0,67.0,-27.0,-4.2,·,0.8,-0.6,-6.9
COc1ccc(/C=N\NC(=O)c2ccccc2Br)cc1COc1ccc(F)cc1,2.3,103.0,99.0,1.0,12.2,-32.3,-0.4,0.9,3.3

This part in full (from the top)
SMILES,NS3 helicase inh,MEKK3 PB1 HTS,MEKK2 WT-MEK5,MEKK2 mut-MEK5,CRFR2-BP antag,FID counter,CRFR2-BP ag,GalR3 antag,SUMO HTRF inh
O=C(CNC(=O)c1ccc(Cl)cc1)NC(CO)c1ccccc1 (centres undefined),2.0,103.0,99.0,3.0,-7.8,-2.6,0.4,-9.4,24.3
O=C(CCS(=O)(=O)c1ccc(Cl)cc1)N1CCCc2ccccc21,-2.0,101.0,109.0,4.0,-7.0,-25.4,-2.5,-4.2,3.1
CC(Sc1nnc(-c2ccccc2)c(-c2ccccc2)n1)C(=O)Nc1ncc(Cl)cc1Cl (centres undefined),7.4,118.0,103.0,0.0,36.9,-2.9,1.3,-2.3,-22.2
C=C(C)C(=O)Nc1cccc(C2=NOC3(C2)C[C@@H](C(N)=O)N(C(=O)C2(C)CC2)C3)c1 (some centres undefined),·,67.0,67.0,-27.0,-4.2,·,0.8,-0.6,-6.9
COc1ccc(/C=N\NC(=O)c2ccccc2Br)cc1COc1ccc(F)cc1,2.3,103.0,99.0,1.0,12.2,-32.3,-0.4,0.9,3.3
CCc1nc2ccccc2n1CCC(=O)O,-5.8,120.0,111.0,4.0,1.7,2.7,-1.9,-2.1,-11.9
CCN(CC)c1ccc(NC(=O)Cn2nnc(-c3cccc(OC)c3OC)n2)c(C)c1,-2.0,78.0,75.0,-13.0,-19.9,-12.6,-0.5,-5.5,6.3
O=C(NCCN1CCOCC1)c1cc(Cl)ccc1[N+](=O)[O-],-4.8,103.0,103.0,13.0,·,3.4,·,2.1,-3.9
Cc1c(Nc2scc(-c3ccccc3)[n+]2-c2ccccc2)c(=O)n(-c2ccccc2)n1C,-4.8,101.0,96.0,-2.0,8.4,-28.3,-6.7,·,5.8
CSc1ncccc1C(=O)Nc1nc(C(C)(C)C)cs1,-9.1,100.0,99.0,0.0,-5.3,-18.4,-1.3,-10.7,-2.1
COc1ccc(C(=O)Nc2cnc(NC(=O)c3cccs3)cc2C)cc1,-3.5,98.0,97.0,0.0,-23.6,-16.2,-1.2,-8.3,7.4
O=C(NCc1ccco1)C(=S)N1CCCC1,-3.7,110.0,108.0,4.0,4.8,-0.1,-1.8,-2.7,-8.5

New compounds follow.
SMILES,NS3 helicase inh,MEKK3 PB1 HTS,MEKK2 WT-MEK5,MEKK2 mut-MEK5,CRFR2-BP antag,FID counter,CRFR2-BP ag,GalR3 antag,SUMO HTRF inh
O=c1ccc2cc(S(=O)(=O)Nc3ccc(Br)cc3)ccc2o1,9.8,102.0,102.0,1.0,-9.8,-5.3,0.2,-8.6,4.9
CCn1c2ccccc2c2nc3cc(S(=O)(=O)N4CCOCC4)ccc3nc21,-4.2,·,·,·,-7.4,-7.9,12.4,·,28.3
COc1ccc(C2CC(=O)OC3=C2C(=O)CC(C)(C)C3)c(OC)c1 (centres undefined),-0.8,69.0*[inhibitor],80.0,-2.0,-17.4,-1.1,5.1,-1.6,12.5
O=C(CSc1ccccc1)NC1CCCCCCC1,6.0,100.0,106.0,4.0,8.2,-25.4,0.2,-1.3,-4.8
CC(NC(=O)CN(c1cccc(C(F)(F)F)c1)S(=O)(=O)c1ccc(Cl)c([N+](=O)[O-])c1)c1ccccc1 (centres undefined),10.7,103.0,105.0,3.0,7.8,-3.5,-2.3,-7.8,-1.2
CCOC(=O)C1C2C=CC3(CN(Cc4ccco4)C(=O)C13)O2 (centres undefined),0.5,100.0,107.0,3.0,18.6,-12.2,1.0,12.1,4.8
CC(=O)N1CCN(C(=O)COc2ccc(N(C)S(=O)(=O)c3cccs3)cc2)CC1,11.4,104.0,105.0,3.0,4.0,-10.1,-1.8,-6.1,14.2
O=C(Nc1ccccc1)Nc1ccc(Oc2cccnc2)nc1,3.1,109.0,106.0,2.0,16.0,-5.8,1.4,-0.2,5.4
O=C(NC(=S)NCc1nc2ccccc2[nH]1)c1ccc(F)cc1,-2.9,99.0,95.0,-5.0,7.1,-2.6,-1.0,-1.7,2.1
CCOc1ccc(-c2cc(CCCC(=O)NCCC(C)C)no2)cc1,8.6,98.0,95.0,-3.0,10.2,-29.1,2.6,-4.0,12.1
COc1ccc(OC)c(NS(=O)(=O)c2c(C(=O)N3CCCCCC3)c(C)n(C)c2C)c1,23.6,99.0,102.0,-2.0,3.0,-35.6,-0.7,-3.0,16.9
OCC1(CCc2ccccc2)CCN(Cc2ccccc2Cl)CC1,-15.1,96.0,102.0,-1.0,-26.1,7.0,4.8,-7.1,5.5

Continued:
SMILES,NS3 helicase inh,MEKK3 PB1 HTS,MEKK2 WT-MEK5,MEKK2 mut-MEK5,CRFR2-BP antag,FID counter,CRFR2-BP ag,GalR3 antag,SUMO HTRF inh
Cc1cccc(C)c1NC(=O)COC(=O)c1cc(-c2cccnc2)nc2ccccc12,7.6,99.0,93.0,0.0,-0.2,8.3,5.4,-8.4,-14.0
COc1cc(C(C)=O)ccc1COc1ccc(C(=O)OCC(=O)NC(C)(C)C)cc1OC,3.1,107.0,97.0,-1.0,-1.2,-31.9,-1.2,-7.1,0.9
FC(F)(F)c1ccc(Cl)c(-n2c(-c3cc(-c4ccco4)[nH]n3)n[nH]c2=S)c1,27.9,97.0,94.0,1.0,-0.2,-14.4,-0.4,1.9,30.9
Cc1ccc2c(CSc3nncs3)cc(=O)oc2c1,9.3,96.0,93.0,-4.0,5.1,-3.2,-2.0,-10.3,-1.4
O=C(O)CCCC(=O)Nc1nc(-c2ccc(F)cc2)cs1,5.5,98.0,93.0,-1.0,8.2,-7.8,-2.0,-4.2,-4.7
COc1ccc(S(=O)(=O)NCCSCc2cccc(C)c2)cc1Br,-8.9,102.0,103.0,1.0,-3.6,-10.7,0.2,-0.6,2.3
O=C(CN(C1CCCCC1)S(=O)(=O)c1ccc(Cl)cc1)N1CCOCC1,-1.6,94.0,100.0,-1.0,3.5,-15.9,-1.3,-3.9,-9.3
Cn1c(N)c(C(=O)CSc2nnc(-c3ccccc3F)n2C2CC2)c(=O)n(C)c1=O,5.8,99.0,96.0,0.0,-41.5,-2.1,-1.4,-5.2,9.9
COC(=O)CN1C(=S)N(Cc2ccccc2)C(=O)C1CC(=O)Nc1ccc(OC)cc1 (centres undefined),-7.9,102.0,97.0,-1.0,17.4,-12.8,-1.7,0.2,-10.6
CCOc1ccc(-c2cc(C(=O)N3CCCC3)c3ccccc3n2)cc1,-1.1,102.0,98.0,2.0,-18.6,-28.5,-5.3,·,34.2
O=c1[nH]cc(N=Cc2cc([N+](=O)[O-])ccc2O)c(=O)[nH]1,3.9,107.0,100.0,0.0,·,1.9,·,·,15.8
Cc1ccc(C(=O)Nc2nccs2)s1,3.8,101.0,101.0,8.0,-11.1,-5.8,-0.3,-10.5,19.9

The listing continues.
SMILES,NS3 helicase inh,MEKK3 PB1 HTS,MEKK2 WT-MEK5,MEKK2 mut-MEK5,CRFR2-BP antag,FID counter,CRFR2-BP ag,GalR3 antag,SUMO HTRF inh
Cc1cc(OC(C)C(=O)NCCc2c[nH]c3ccccc23)c2c(C)cc(=O)oc2c1 (centres undefined),-8.3,96.0,99.0,-3.0,8.0,-27.7,-2.4,-1.7,-1.8
Cc1cccc(C(=O)NC(C)C(c2cccs2)N2CCOCC2)c1 (centres undefined),11.1,111.0,102.0,-1.0,10.0,-11.5,-0.1,3.7,14.3
Cc1c(C)c(C)c(S(=O)(=O)N2CCNCC2)c(C)c1C,-14.6,97.0,98.0,-4.0,-4.6,9.1,9.7,-4.7,-4.2
O=[N+]([O-])c1ccc(Nc2ccc3ccccc3c2)nc1,-0.6,105.0,105.0,2.0,-7.7,10.5,-1.6,-10.1,21.7
Cn1ccc(C(=O)OCC(=O)Nc2cccc(Cl)c2)n1,-1.2,99.0,90.0,-8.0,-8.7,-2.1,1.1,-8.1,-2.2
O=S(=O)(c1ccc(NC(=S)NCc2ccco2)cc1)N1CCCC1,2.7,103.0,106.0,-1.0,-13.2,-7.1,2.8,1.0,0.2
CCCN1CCN(CCCNC(=O)C(CC)n2nc(C)n3c(cc4occc43)c2=O)CC1 (centres undefined),3.5,103.0,102.0,3.0,-10.2,2.9,-2.1,-0.2,2.4
Cc1nc(N2CCC3(CC2)OCCO3)c2nnn(Cc3ccccc3F)c2n1,0.3,107.0,115.0,6.0,31.2,-8.5,0.5,-2.6,16.0
C=CCOc1cccc(C2C(C(=O)c3ccc(C)o3)=C(O)C(=O)N2CCN(C)C)c1 (centres undefined),-1.0,102.0,106.0,1.0,-14.3,-2.3,1.7,-0.7,-2.6
COCCn1c(-c2ccc(OC)cc2)cnc1SCC(=O)Nc1ccc(OC)cc1OC,-7.2,93.0,95.0,-3.0,13.3,-30.0,-7.8,-4.8,-15.4
CC(Sc1nc2ccccc2s1)C(=O)NCc1ccc2c(c1)OCO2 (centres undefined),-17.9,107.0,106.0,3.0,15.4,-13.1,0.1,-3.0,6.0
O=C(O)CCCC(=O)Nc1nc2n(n1)C(c1ccc(F)cc1)CC(c1ccc(Cl)cc1)N2 (centres undefined),17.0,101.0,100.0,7.0,-6.0,-51.1,2.3,-6.5,-17.8

(listing goes on)
SMILES,NS3 helicase inh,MEKK3 PB1 HTS,MEKK2 WT-MEK5,MEKK2 mut-MEK5,CRFR2-BP antag,FID counter,CRFR2-BP ag,GalR3 antag,SUMO HTRF inh
OC(COC(c1ccccc1)c1ccccc1)CN1CCCCC1 (centres undefined),0.6,90.0,95.0,7.0,1.8,15.9,0.4,-8.8,-14.5
c1ccc2c(c1)OCC(c1nnc3sc(-c4cnccn4)nn13)O2 (centres undefined),6.3,104.0,103.0,9.0,-46.7,-12.1,-1.6,-5.7,-6.8
O=C(CN1CCN(S(=O)(=O)c2ccc(Cl)cc2)CC1)NC1CC1,-3.2,99.0,101.0,2.0,-8.9,-18.1,-0.5,0.1,-6.7
Cc1sc2nc(SCC(=O)NCCO)n(C)c(=O)c2c1C,-4.4,95.0,91.0,-5.0,-8.3,-5.5,-1.6,-3.5,20.1
O=c1c2ccccc2nc(/C=C/c2cccc([N+](=O)[O-])c2)n1CCCO,-4.9,104.0,103.0,5.0,36.3,-6.5,18.9,0.1,·
COc1ccc(N(CC(=O)Nc2cccnc2)S(C)(=O)=O)cc1,-8.4,73.0,69.0,-11.0,4.5,-3.1,-1.0,-3.8,2.3
CCOC(=O)CSC1=N/C(=C\c2ccc(OC)c(OC)c2)C(=O)N1C,9.1,97.0,97.0,1.0,-4.2,-24.6,-2.8,0.7,-5.1
COc1ccc(CCC(=O)N2CCCSC2=Nc2ccc(C(C)=O)cc2)cc1,1.8,97.0,87.0,-13.0,0.1,-2.9,0.4,-8.0,9.3

From PubChem BioAssay
